Assay outcomes: PubChem, several laboratories
sEH inhibitor – soluble epoxide hydrolase (human) inhibition | inhibition, % at 2 µM | recombinant human sEH enzymatic activity assay | 0.34% of 91,000 active; in the data active = inhibition above about 80%; note: values of inactives mirror those of a sister screen read the other way; many of its hits are not listed in these tables
E coli WT exp – blocks growth of wild type E. coli BW25113. growth inhibition, % at 100 µM. AID 710. OD600 absorbance. 0.15% of 98,000 active;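 active = growth inhibition above about 50% at one test dose, limit read from the data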;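 note: growth measured after 20 h incubation at 37 °C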
S1P2 antag – antagonists of human S1P2 receptor; O95136; cell-based S1P2 antagonist assay, inhibition at 5 uM; inhibition, % at 5 µM; 0.21% of 97,000 active; in the data active = inhibition above about 45%;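 note: CRE beta-lactamase reporter cells expressing human S1P2 stimulated with S1P; 0% = agonist at EC80 alone and 100% = agonist plus reference antagonist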
sEH activator – increases human soluble epoxide hydrolase activity; P34913; purified human sEH enzymatic activity, activator screen; activation, % at 2 µM; 0.04% of 91,000 active; AID 717; in the data active = activation above about 37%; note: values of inactives mirror those of a sister screen read the other way
PostGolgi ctrl – yeast control strain growth, post-Golgi counter-screen. inhibition, % at 10 µM. 5% of 98,000 active. efflux-deficient yeast background strain, growth absorbance A615, 16 h. AID 738
PostGolgi yeast – growth inhibition of a yeast mutant, post-Golgi transport screen; post-Golgi transport phenotypic cell assay; inhibition, % at 10 µM; 0.9% of 98,000 active;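 note: yeast cells grown in 1536-well plates; yeast grown about 18 h at 30C before absorbance read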
PLAP activator – activates human placental alkaline phosphatase; P05187; purified PLAP enzyme, luminescent substrate read-out; hits give high values; activation fold at 20 µM; 1.2% of 96,000 active; AID 696; in the data active = activation fold above about 2
CD11b adhes inh – blocks human CD11b/CD18 adhesion to fibrinogen. K562 CD11b/CD18 adhesion to fibrinogen, ATPlite luminescence; Mn2+ added to activate the integrin. AID 1497. inhibition, % at 10 µM. 0.54% of 93,000 active;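 active = primary inhibition of 50% or more at 10 µM, then 40% or more on retest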; note: some results filed as inactive read as strong as hits
Target sequence (P05107 whole entry, looked up, other chains not shown): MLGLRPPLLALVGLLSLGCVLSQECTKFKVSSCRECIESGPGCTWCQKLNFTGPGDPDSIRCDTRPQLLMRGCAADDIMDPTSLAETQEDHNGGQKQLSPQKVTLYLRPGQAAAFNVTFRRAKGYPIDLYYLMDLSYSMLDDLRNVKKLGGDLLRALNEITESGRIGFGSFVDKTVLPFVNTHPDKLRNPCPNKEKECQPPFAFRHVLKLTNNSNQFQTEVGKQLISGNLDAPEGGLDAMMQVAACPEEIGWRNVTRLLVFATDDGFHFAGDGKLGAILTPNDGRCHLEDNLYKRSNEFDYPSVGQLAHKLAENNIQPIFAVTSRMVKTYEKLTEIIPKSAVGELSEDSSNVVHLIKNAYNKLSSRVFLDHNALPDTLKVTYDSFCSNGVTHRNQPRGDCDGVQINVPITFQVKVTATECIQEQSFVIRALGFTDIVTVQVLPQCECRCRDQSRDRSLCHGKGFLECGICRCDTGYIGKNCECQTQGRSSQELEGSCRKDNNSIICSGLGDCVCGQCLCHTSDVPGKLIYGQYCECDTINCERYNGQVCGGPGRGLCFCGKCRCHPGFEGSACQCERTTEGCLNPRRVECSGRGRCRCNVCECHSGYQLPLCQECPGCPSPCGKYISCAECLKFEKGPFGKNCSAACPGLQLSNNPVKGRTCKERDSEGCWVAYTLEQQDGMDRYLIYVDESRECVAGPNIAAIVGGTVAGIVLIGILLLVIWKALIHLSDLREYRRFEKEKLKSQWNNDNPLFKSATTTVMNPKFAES
S1P2 ag – agonists of human S1P2 receptor. O95136. S1P2-expressing cell line, agonist reporter read-out. activation, % at 4.5 µM. 0.46% of 97,000 active. AID 729; in the data active = activation above about 16%;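 note: 0% = vehicle low control and 100% = maximal reference agonist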
An asterisk follows results filed as active; x = no result given. Cut-off read from the data, not from the text of the source, unless noted: active = inhibition above about 30%; inactive = the rest.

Second line of a record – sEH inhibitor, E coli WT exp, S1P2 antag, sEH activator, PostGolgi ctrl, PostGolgi yeast, PLAP activator, CD11b adhes inh, S1P2 ag
> C/C(CC(=O)Nc1ccccn1)=N\NC(=O)C(=O)Nc1cccc(C)c1
    0, -9, 11, 3, -3, 5, 1.4, x, -4
> COc1ccccc1-c1cc(C(=O)N2CCN(c3ccccc3OC)CC2)no1
    -4, -8, 8, 5, 38*, 4, 1.5, 1, -3
> CC1=NC(=O)C(N=Nc2cccc(C(=O)O)c2)N1c1ccccc1 (stereo not drawn)
    5, -13, -2, -4, 19, -7, 0.9, -13, -3
> Cc1ccccc1NC(=O)c1cc(N)ccc1N1CCCCC1
    1, 11, -4, -1, 10, 7, 1.3, 0, -6
> N#Cc1c(NC(=O)CSC2=NCCS2)sc2c1CCCC2
    4, -7, 10, -4, 9, -5, 1, 6, -9
> Cc1ncc([N+](=O)[O-])n1CCOC(=O)Nc1ccc(Cl)c(Cl)c1
    6, 2, 20, -4, 15, -4, 1.2, -7, -7
> N#CC1=C(N)Oc2n[nH]c(-c3ccccc3)c2C1c1cccnc1 (stereo not drawn)
    x, 12, -17, x, 12, 4, 1.2, -8, 1
> COc1ccccc1Oc1c(C)oc2c(CN3CCN(CCO)CC3)c(O)ccc2c1=O
    4, 3, 7, -1, 11, -6, 1.1, -8, -3
> CC1CCCCN1CCNc1nc(=S)[nH]c2ccccc12 (stereo not drawn)
    -11, 7, 19, 8, 0, 2, 1, -5, -4
> O=C(c1cc2ccccc2c(=O)o1)N1CCCc2ccccc21
    -4, -5, -11, 5, 9, -1, 1, -13, -10
> O=C(CSc1nnc(CNC(=O)c2cccs2)o1)NCCc1ccccc1
    12, 0, 19, -13, 7, 28, x, x, -8
> C=C(C)CNC(=S)NNC(=O)c1ccco1
    -11, 9, -4, 8, 9, 25, 2*, -4, -2
> COC(=O)C(CC(C(=O)OC)C(=O)OC)C(=O)OC
    5, -3, -3, -6, -1, -5, 1, 8, -5
> CCOC(=O)N1CCN(Cc2nc3c(c(=O)n(C)c(=O)n3C)n2Cc2cccc(C)c2)CC1
    x, 3, -30, x, 15, 25, 1.6, 15, -1
> O=C(NCc1ccccc1)NC1CCCCC1
    58, 11, 18, -58, -1, 10, 1, -10, -11
> O=[N+]([O-])c1cccc(/C=N\N2CCN(Cc3ccccc3Cl)CC2)c1
    12, x, -3, -9, x, x, x, x, -5
> CCOc1ccc(NC(=O)COc2nsnc2N2CCCCC2)cc1
    28, -4, 14, -26, 4, -4, 0.9, -3, -10
> O=C1NC(c2ccccc2)(C(F)(F)F)C(=O)N1Cc1cccnc1 (stereo not drawn)
    2, 8, 10, 0, 1, 4, 1.2, 22, -4
> O=C(COC(=O)c1ccc2c(c1)OCO2)NCc1ccc(Cl)cc1
    -9, -23, -39, 7, -2, 0, 0.9, -1, -6
> Cc1ccc(SCCC(=O)N2CCOCC2)cc1
    -4, 10, -1, 6, -4, -3, 0.8, -6, -1

Record cards, as listed above:
Results for C/C(CC(=O)Nc1ccccn1)=N\NC(=O)C(=O)Nc1cccc(C)c1 → sEH inhibitor: 0; E coli WT exp: -9; S1P2 antag: 11; sEH activator: 3; PostGolgi ctrl: -3; PostGolgi yeast: 5; PLAP activator: 1.4; CD11b adhes inh: x; S1P2 ag: -4
Results for COc1ccccc1Oc1c(C)oc2c(CN3CCN(CCO)CC3)c(O)ccc2c1=O → sEH inhibitor: 4; E coli WT exp: 3; S1P2 antag: 7; sEH activator: -1; PostGolgi ctrl: 11; PostGolgi yeast: -6; PLAP activator: 1.1; CD11b adhes inh: -8; S1P2 ag: -3

A second format for part of the listing above:
| Compound | sEH inhibitor | E coli WT exp | S1P2 antag | sEH activator | PostGolgi ctrl | PostGolgi yeast | PLAP activator | CD11b adhes inh | S1P2 ag |
| --- | --- | --- | --- | --- | --- | --- | --- | --- | --- |
| C/C(CC(=O)Nc1ccccn1)=N\NC(=O)C(=O)Nc1cccc(C)c1 | 0 | -9 | 11 | 3 | -3 | 5 | 1.4 | x | -4 |
| COc1ccccc1-c1cc(C(=O)N2CCN(c3ccccc3OC)CC2)no1 | -4 | -8 | 8 | 5 | 38* | 4 | 1.5 | 1 | -3 |
| CC1=NC(=O)C(N=Nc2cccc(C(=O)O)c2)N1c1ccccc1 (stereo not drawn) | 5 | -13 | -2 | -4 | 19 | -7 | 0.9 | -13 | -3 |
| Cc1ccccc1NC(=O)c1cc(N)ccc1N1CCCCC1 | 1 | 11 | -4 | -1 | 10 | 7 | 1.3 | 0 | -6 |
| N#Cc1c(NC(=O)CSC2=NCCS2)sc2c1CCCC2 | 4 | -7 | 10 | -4 | 9 | -5 | 1 | 6 | -9 |
| Cc1ncc([N+](=O)[O-])n1CCOC(=O)Nc1ccc(Cl)c(Cl)c1 | 6 | 2 | 20 | -4 | 15 | -4 | 1.2 | -7 | -7 |
| N#CC1=C(N)Oc2n[nH]c(-c3ccccc3)c2C1c1cccnc1 (stereo not drawn) | x | 12 | -17 | x | 12 | 4 | 1.2 | -8 | 1 |

The listing continues:
Second line of a record – sEH inhibitor, E coli WT exp, S1P2 antag, sEH activator, PostGolgi ctrl, PostGolgi yeast, PLAP activator, CD11b adhes inh, S1P2 ag
> COc1ccc(-c2nn(C)c(=O)c3ccccc23)cc1CNS(C)(=O)=O
    2, -4, 19, -2, 42*, 0, 0.9, 3, 1
> O=C(NCCCN1CCOCC1)c1ccc(CS(=O)(=O)c2ccc(Br)cc2)o1
    11, -7, -10, -9, 5, -1, 1, -2, -3
> CC(C)(C)NCC(O)COc1ccccc1C(=O)CCc1ccccc1 (stereo not drawn)
    -2, 2, 2, -1, 11, 5, 1.2, -15, -3
> O=C(N/N=C/c1ccc(N2CCOCC2)c([N+](=O)[O-])c1)c1ccc(F)cc1
    -1, -2, -20, 0, 4, 0, 1, -1, -1
> CCCCNC(=S)NNC(=O)c1csc2c1CCC(C)C2 (stereo not drawn)
    19, -2, 31, -20, 2, -5, 0.8, x, -9
> COc1ccc(S(=O)(=O)N2CCC(C(=O)Nc3cccc(C(C)=O)c3)CC2)cc1C
    28, 2, 4, -29, 0, -14, 1, 2, -4
> O=C(COC(=O)CCN1C(=O)c2ccccc2C1=O)Nc1ccc(S(=O)(=O)N2CCCC2)cc1
    16, -1, -6, -16, 6, 18, 1, -8, -7
> O=C(CCNC(=O)c1ccc(Br)o1)NCc1ccccn1
    x, 13, 7, x, 10, -4, x, x, -2
> Nc1n[nH]c2c1C1(CCCCC1)Cc1ccccc1-2
    x, 16, x, x, 42*, 2, 1.7, 27, x
> CC(=O)NC1=NN(C(C)=O)C(C)(CS(=O)(=O)c2ccc(Cl)cc2)S1 (stereo not drawn)
    7, x, -1, -1, x, x, x, x, -5
> Cc1ccc(C(C(=O)NC2CCCC2)N(C(=O)Cc2cccs2)c2ccc(C)c(C)c2)o1 (stereo not drawn)
    -12, 2, -3, 16, 3, -7, 1.1, -5, -9
> Cc1ccccc1C(=O)NC(NCC1CCCO1)C(Cl)(Cl)Cl (stereo not drawn)
    9, 10, -21, -6, 17, -2, 1, -4, -4
> O=S1(=O)CC(O)C(Nc2ccccc2Cl)C1 (stereo not drawn)
    x, -2, x, x, -1, -7, 1.1, -9, x
> O=c1c2ccccc2nc(SCc2cn3ccsc3n2)n1-c1ccccc1
    x, -15, -30, x, 14, 0, 1, 8, 13
> Cn1nc(C(F)(F)F)c2cc(C(=O)Nc3ccc(Cl)cc3)sc21
    3, -6, -2, -2, 15, -3, 1, -4, -8
> COc1cccc(N2CCN(C3CC(=O)N(c4ccc(Cl)cc4)C3=O)CC2)c1 (stereo not drawn)
    -19, 5, -2, 19, 11, 4, 1.2, 3, -3
> C=CCn1c(SCC(=O)Nc2c(C)cccc2C)nnc1-c1ccncc1
    -12, 4, -17, 12, 13, -4, 1.1, 1, -1
> COC(=O)CN(c1ccc(OC)cc1)S(=O)(=O)c1c(C)noc1C
    -16, 2, -8, 13, 33*, 1, 1, 0, -3
> N#Cc1nc(COc2ccc(F)cc2)oc1NCCCn1ccnc1
    4, 5, 9, -3, 0, 14, 1.1, 4, -7
> Cc1cccc(NC(=S)NC(=O)c2cccs2)n1
    5, 7, 7, -3, 8, -4, 0.9, x, -4

Ordered by value in sEH activator (highest first): 5 of the compounds above.
| SMILES | sEH inhibitor | S1P2 antag | sEH activator | PLAP activator | CD11b adhes inh | S1P2 ag |
| --- | --- | --- | --- | --- | --- | --- |
| CC1CCCCN1CCNc1nc(=S)[nH]c2ccccc12 (stereo not drawn) | -11 | 19 | 8 | 1 | -5 | -4 |
| COc1ccccc1-c1cc(C(=O)N2CCN(c3ccccc3OC)CC2)no1 | -4 | 8 | 5 | 1.5 | 1 | -3 |
| Cc1ccccc1C(=O)NC(NCC1CCCO1)C(Cl)(Cl)Cl (stereo not drawn) | 9 | -21 | -6 | 1 | -4 | -4 |
| O=[N+]([O-])c1cccc(/C=N\N2CCN(Cc3ccccc3Cl)CC2)c1 | 12 | -3 | -9 | x | x | -5 |
| O=C(CSc1nnc(CNC(=O)c2cccs2)o1)NCCc1ccccc1 | 12 | 19 | -13 | x | x | -8 |

(continued)
Second line of a record – sEH inhibitor, E coli WT exp, S1P2 antag, sEH activator, PostGolgi ctrl, PostGolgi yeast, PLAP activator, CD11b adhes inh, S1P2 ag
> Cc1ccc(OCn2c(=O)sc3ccccc32)cc1
    6, 6, -3, -3, 6, 6, 1.1, 18, -4
> Cc1ccc(C(=O)C(OC(=O)CCC(=O)Nc2cccc(C)c2)c2ccccc2)cc1 (stereo not drawn)
    -5, -6, 3, 6, 21, 7, 1, x, -1
> Cc1ccc(NC(=O)c2nc[nH]c2C(=O)N2CCCCC2)c(C(=O)c2ccccc2)c1
    -11, 4, 8, 8, -1, 6, 1.3, 17, -3
> CCOc1ccccc1CNCCO
    -15, x, 9, 16, x, x, x, x, -7
> O=C(NCc1ccccc1)c1onc(CSc2ccc(F)cc2)c1C(=O)NCCCN1CCOCC1
    16, -4, -18, -15, 0, 2, 1.4, -5, -4
> Cc1ccc(OCc2ccc(C(=O)Nc3c(C)nn(Cc4c(F)c(F)c(F)c(F)c4F)c3C)o2)c([N+](=O)[O-])c1
    7, -10, 2, -6, 39*, -6, 1, x, -11
> CCOc1cc(C(=S)N2CCOCC2)ccc1OC
    -3, 6, -4, 5, -5, -9, 0.9, -13, -9
> COc1ccc(OC)c(NC(=O)CC2C(=O)NCCN2C(=O)Nc2cccc(Cl)c2)c1 (stereo not drawn)
    2, 8, -7, -2, -6, -2, 2*, -44, -4
> CCOc1cccc(C(=O)Nc2ccc3oc(Cc4ccc(Cl)cc4)nc3c2)c1
    29, -7, -3, -27, 7, -4, 1.1, 90, -4
> N#CCSc1nnc(Cc2cccc3ccccc23)n1C1CCCCC1
    8, -5, 17, -7, 26, 0, 1.4, 0, -6
> CCOC(=O)C1=C(N)N2C(=O)C(C)SC2=C(C(=O)OC)C1c1cccc(OC)c1 (stereo not drawn)
    x, -2, -17, x, 1, 5, 1.1, 25, 0
> CC(=O)Nc1ccc(NC(=O)/C(Cl)=C/c2ccccc2)cc1
    0, -8, 6, 1, 24, -8, 1.1, -1, 35*

Not a hit list. Share with any hit: about 7.1%.
